# Screening data: PubChem BioAssay, National Center for Advancing Translational Sciences (NCATS)
# Rab9 promoter act – activates the Rab9 promoter. Huh7 Rab9 promoter-luciferase reporter, luminescence, 24 h. Potency, µM (doses to about 9.22 µM), for the others: at the highest dose activation, negative = inhibition, most hits filed as activators. actives 2.8% (n = 320,000); also: potency is read from the fitted curve at half-maximal effect; % of control where 0% means no effect; nearly all actives have a fitted effect of over 60% in size
#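 Huh7 cells stably carrying a Rab9 promoter-luciferase reporter, 1500 cells per well in OP-MEM I with 10% FBS, treated with compound 24 hours at 37C. Luciferase activity read by luminescence after 10 minutes with Amplite reagent.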
# p53 reactivator – mutant p53 re-activation in reporter cells; AID 504706; actives 0.063% (n = 320,000); H1299 p53-A138V BP100-luciferase reporter, luminescence, 24 h; Potency, µM (titrated, usually from 92.2 µM), inactives show top-dose activity change, positive = activation, actives largely listed as activators; also: potency is read from the fitted curve at half-maximal effect; % of control where 0% means no effect; nearly all actives have a fitted effect of over 45% in size
#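 p53-null H1299 cells stably carrying temperature-sensitive p53-A138V and a BP100-luciferase reporter were pinned with compounds (4-point, 1:5 series) and held 24 hrs at 37 deg C. Luminescence was read 10 min after detection reagent.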
# RORgamma inh – ROR gamma (mouse) transcription inhibition. P51450. Potency, µM (top dose mostly 53.6 µM), inactives show top-dose activity change, negative = inhibition, most hits filed as inhibitors. actives 5.4% (n = 310,000). Drosophila S2 Gal4-RORgamma UAS-luciferase reporter, 20 h; also: potency is read from the fitted curve at half-maximal effect; % is scaled to controls: 0 for no effect and ±100 for the full control effect; nearly all actives have a fitted effect of over 60% in size
#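 Drosophila S2 cells stably expressing Gal4-DBD/mouse RORγ fusion under metallothionein promoter plus UAS-luciferase; compound 1 h, then 700 uM CuSO4 induction for 20 h at ambient temperature; inhibition read as reduced luminescence.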
# Gal4-VP16 FLuc – Gal4-VP16 reporter inhibition counter-screen; Drosophila S2 Gal4-VP16 UAS-luciferase, luminescence, 20 h; Potency, µM (doses to about 53.6 µM), for the others: at the highest dose activity, negative = inhibition, hits mostly inhibitors; actives 3.5% (n = 310,000); AID 2546;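 also: Gal4-VP16 expression switched on by copper sulfate through the metallothionein promoter; potency is read from the fitted curve at half-maximal effect; % is scaled to controls: 0 for no effect and ±100 for the full control effect; nearly all actives have a fitted effect of over 50% in size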
# FLuc counter – inhibits or activates purified firefly luciferase, miR-21 counter-screen; actives 6.9% (n = 360,000); Potency, µM (titrated, usually from 57.5 µM), without a hit: at the highest dose activity change, negative = inhibition, actives largely listed as inhibitors; P08659; purified FLuc, Km substrates, luminescence inhibition; AID 588342;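 also: potency is read from the fitted curve at half-maximal effect; plate controls were vehicle for no effect and reference inhibitor for full effect; nearly all actives have a fitted effect of over 55% in size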
# Target sequence (P08659 whole entry, looked up): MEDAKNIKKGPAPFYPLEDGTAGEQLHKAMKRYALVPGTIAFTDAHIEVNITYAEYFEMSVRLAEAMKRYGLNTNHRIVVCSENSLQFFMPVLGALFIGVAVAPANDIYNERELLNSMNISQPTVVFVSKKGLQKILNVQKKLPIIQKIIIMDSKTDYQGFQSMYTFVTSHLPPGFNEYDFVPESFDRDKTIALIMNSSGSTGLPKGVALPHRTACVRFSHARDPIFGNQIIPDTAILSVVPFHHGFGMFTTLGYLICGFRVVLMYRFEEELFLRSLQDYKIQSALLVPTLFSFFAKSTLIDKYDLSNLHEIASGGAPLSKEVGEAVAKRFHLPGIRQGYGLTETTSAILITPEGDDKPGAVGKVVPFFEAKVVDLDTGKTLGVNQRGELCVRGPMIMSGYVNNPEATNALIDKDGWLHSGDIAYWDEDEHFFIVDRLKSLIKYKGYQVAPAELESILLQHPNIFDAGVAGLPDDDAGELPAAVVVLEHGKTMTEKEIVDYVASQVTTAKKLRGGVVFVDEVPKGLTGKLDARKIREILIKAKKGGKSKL
#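 Biochemical qHTS of compounds, final roughly 60 µM downward over six points, against 10 nM purified firefly luciferase using Km concentrations of substrates (10 uM D-luciferin, 10 uM ATP) in Tris acetate pH 7.5 buffer; luminescence output.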
# ELG1 genotox – genotoxicity induction in ELG1-luciferase HEK293T cells. AID 504466. actives 1.3% (n = 330,000). HEK293T ELG1-luciferase reporter, luminescence, 16 h. Potency, µM (top dose mostly 46 µM), without a hit: top-dose activity change, positive = activation, most hits filed as activators; also: potency is read from the fitted curve at half-maximal effect; % of control where 0% means no effect; nearly all actives have a fitted effect of over 60% in size
#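 Step 1: seed 2,000 HEK293T ELG1-luciferase cells per well. Step 2: add compound or DMSO, incubate 16 hr at 37 °C. Step 3: ONE-Glo, 30 min at room temperature, read luminescence.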
# ELG1 repair inh – blocks ELG1-dependent DNA repair in HEK293T cells; HEK293T ELG1-luciferase reporter, luminescence, 16 h; DNA damage induced by 5-fluorouridine; Potency, µM (doses to about 46.1 µM), inactives show top-dose activity change, negative = inhibition, actives largely listed as inhibitors; actives 2.3% (n = 330,000); AID 504467; also: potency is read from the fitted curve at half-maximal effect; % is scaled to controls: 0 for no effect and ±100 for the full control effect; nearly all actives have a fitted effect of over 55% in size
#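 Cells (2,000 per well) received 5-fluorouridine plus test compound or DMSO and were incubated 16 hr at 37 °C, 5% CO2. Luciferase activity was read by luminescence 30 min after ONE-Glo addition; signal suppression marked inhibition of damage-induced ELG1 function.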
# NPC1 promoter act – activates the NPC1 promoter. AID 485313. actives 2.4% (n = 320,000). Huh7 NPC1 promoter luciferase reporter, 24 h. Potency, µM (titrated, usually from 9.22 µM), without a hit: at the highest dose activation, hits mostly activators;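 also: potency is read from the fitted curve at half-maximal effect; % of control where 0% means no effect; nearly all actives have a fitted effect of over 60% in size; reporter is driven by a mutant NPC1 promoter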
#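 Luminescence read-out of NPC1 promoter-driven luciferase in stably transfected Huh7 cells; compounds delivered in DMSO and left 24 h at 37C, 5% CO2, qHTS titration format.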
# Tb PFK block – inhibitors of T. brucei phosphofructokinase | AID 485367 | T. brucei PFK, ADP-Glo luminescence | actives 0.17% (n = 330,000) | Potency, µM (doses to about 57.5 µM), without a hit: top-dose activity, negative = inhibition, hits mostly inhibitors | O15648;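 also: potency is read from the fitted curve at half-maximal effect; 0% = uninhibited 1x PFK enzyme wells and -100% = no-enzyme wells; nearly all actives have a fitted effect of over 60% in size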
# Target sequence (O15648 whole entry, looked up): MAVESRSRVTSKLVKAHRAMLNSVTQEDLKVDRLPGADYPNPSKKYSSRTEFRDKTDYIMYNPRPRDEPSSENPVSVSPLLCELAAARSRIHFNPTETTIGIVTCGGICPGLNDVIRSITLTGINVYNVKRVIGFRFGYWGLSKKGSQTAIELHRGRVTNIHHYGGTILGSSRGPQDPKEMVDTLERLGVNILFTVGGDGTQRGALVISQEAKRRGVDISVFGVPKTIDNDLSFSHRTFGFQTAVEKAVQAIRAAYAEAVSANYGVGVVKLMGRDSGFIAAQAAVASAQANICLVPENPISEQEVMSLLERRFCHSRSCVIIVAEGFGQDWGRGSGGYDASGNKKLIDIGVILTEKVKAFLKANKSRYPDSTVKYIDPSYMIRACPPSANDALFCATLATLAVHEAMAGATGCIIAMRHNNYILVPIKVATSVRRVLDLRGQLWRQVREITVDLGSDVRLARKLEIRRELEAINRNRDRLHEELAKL
#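 1.25 nM PFK with 0.5 mM F6P and 0.1 mM ATP in 0.1 M TEA pH 8.0, 5 mM MgCl2, incubated 45 min at room temperature; ADP measured by ADP-Glo luminescence; compounds titrated up to 57 uM.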
# TRPV1 ag – agonists of human vanilloid receptor 1 (TRPV1) | Q8NER1 | TRPV1-expressing cells, Fluo-8 calcium influx, agonist mode | activation, % at 8.33 µM | actives 0.19% (n = 320,000) | AID 540275; in the data active = activation above about 80%; inconclusive = between about 30% and that limit; also: 0% is about no effect
#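 Fluo-8 calcium influx in TRPV1-expressing cells, kinetic read (ex 480/em 520 nm). Compound added and read 3 min for agonist activity, followed by capsaicin at EC20 final and 2 min further read for enhancement.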
# BRCA1 expr act – activators of BRCA1 expression; Potency, µM (titrated, usually from 46.1 µM), inactives show at the top dose activation, actives largely listed as activators; MCF7-BRCA1-FFLuc reporter, luminescence, 48 h; response scale: scaled: vehicle 0%, 10 µM genistein 100%; actives 1.1% (n = 380,000); also: potency is read from the fitted curve at half-maximal effect; nearly all actives have a fitted effect of over 80% in size; some results filed as inactive show a strong effect at the top dose
#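 Luminescence from a BRCA1-driven firefly luciferase in MCF7 cells was the read-out, taken 15 min after substrate addition following 48 h compound exposure at 37 °C. Data were normalized to a 10 microM genistein control and DMSO vehicle.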
# The depositor's hits bear a star; u = inconclusive; x = no result given; & = joins results of further samples. Unless noted, calls follow the shape of the dose curve; as a rule, active = well fitted curve in the direction sought with a large enough effect; inconclusive = small, poorly fitted or top-dose-only effect, or another doubt; inactive = no such curve, though single readings can be large; an effect the other way counts as inactive or inconclusive.
SMILES,Rab9 promoter act,p53 reactivator,RORgamma inh,Gal4-VP16 FLuc,FLuc counter,ELG1 genotox,ELG1 repair inh,NPC1 promoter act,Tb PFK block,TRPV1 ag,BRCA1 expr act
CC(=O)Nc1cccc(C(=O)N2CCN(S(=O)(=O)c3ccc4ccccc4c3)CC2)c1,4%,-3%,35%,11%,5%,-3%,1%,-1%,0%,-1,3%
COc1ccc(OC)c(C(=O)c2ccc(Cl)cc2)c1,-3%,-4%,-5%,-19%,5%,-4%,0%,-1%,0%,9,-7%
CC1CC(N(C(=O)c2ccccc2Cl)c2ccccc2)c2ccccc2N1 (configuration not stated),-9%,2%,-38%,10%,8%,-9%,u,-5%,1%,-1,-77%
Cc1ccc(CSCC(=O)Nc2ccc(F)cc2)cc1,2%,u,28%,5%,-8%,-1%,u,10%,7%,u,-1%
COc1ccc(OCCN2CCN(S(=O)(=O)c3ccccc3C(F)(F)F)CC2)cc1,-8%,-4%,x,x,-2%,-1%,u,2%,8%,11,-59%
Cc1ccc(C)n1-c1ncc(Br)cn1,-1%,4%,-7%,-19%,5%,0%,-8%,6%,-2%,-1,7%
Fc1ccc(-n2c(-c3ccco3)n[nH]c2=S)cc1,1%,0%,u,u,-1%,0%,-2%,3%,0%,3,10%
Nc1nonc1-c1nc2ccccc2n1CC(=O)N1CCCCC1,0%,-4%,-5%,-2%,4%,0%,u,18%,1%,4,-13%
CC(C)N1C(=O)CC(Nc2ccc(N3CCOCC3)cc2)C1=O (configuration not stated),19%,18%,48%,22%,-7%,1%,u,14%,2%,0,80%
O=C(NCCC1CCCCN1S(=O)(=O)c1ccc(F)cc1)C(=O)NCc1cccnc1 (configuration not stated),2%,-3%,x,x,4%,1%,-1%,0%,6%,11,-18%
Cc1c(N=C2N=C(NC(=O)c3cccs3)c3ccccc32)c(=O)n(-c2ccccc2)n1C,2%,3%,4%,-7%,-9%,-1%,1%,-5%,4%,6,17%
Cc1ccc(CN2CCNC(=O)C2CC(=O)N2CCN(c3ncccn3)CC2)o1 (configuration not stated),6%,1%,-33%,-23%,1%,-1%,-5%,-6%,4%,0,0%
COc1cccc(N2CCN(C(=O)CCS(=O)(=O)c3ccc4c(c3)oc(=O)n4C)CC2)c1,-2%,0%,-1%,-4%,0%&4%,-6%,6%,19%,-12%,-2,-8%
O=C(CSc1nnc(-c2ccco2)n1Cc1ccccc1)NCc1ccccc1,-6%,-16%,u,-15%,1%,-2%,21µM*,-2%,-4%,5,14%
O=C(NCC(=O)N(Cc1cccs1)C(C(=O)NC1CCCCC1)c1ccco1)c1cccs1 (configuration not stated),-1%,4%,19%,4%,0%,-7%,u,-6%,-5%,21,0%
CS(=O)(=O)CCC(C(=O)OCC(=O)c1ccc(Cl)cc1)N1C(=O)c2ccccc2C1=O (configuration not stated),5%,-1%,9%,-3%,1%,1%,7%,-1%,-1%,1,2%
O=C(NC(=S)Nc1ccccn1)c1ccco1,2µM*,u,13µM*,u,21µM*,u,u,2.2µM*,-4%,-4,78%
O=c1oc2c(CN3CCOCC3)c(O)ccc2c2c1CCCC2,-2%,2%,20%,10%,0%,-14%,-5%,23%,-3%,-2,11%
Cc1ccccc1NC(=O)c1cccc(S(=O)(=O)N2CCCCC2)c1,12%,0%,36%,11%,0%,-7%,2%,0%,-5%,-2,0%
COCCNC(=O)c1onc(CSc2ccc(F)cc2)c1C(=O)NCCOC,-8%,-5%,10%,4%,0%,3%,u,-8%,-2%,-2,8%
Cc1cc(/C=C2\C(=N)N3N=C(CC(=O)N4CCOCC4)SC3=NC2=O)c(C)n1Cc1ccccc1,-3%,-3%,-1%,-9%,u,0%,7%,0%,0%,3,9%
CC(=O)Nc1ccc(S(=O)(=O)N2CCC(N3CCCCC3)CC2)cc1,-12%,1%,-17%,-6%,1%,-2%,3%,u,-6%,1,-14%
S=c1[nH]nc(C2CCCCC2)n1Cc1ccccc1,-6%,4%,2.5µM*,7.1µM*,-3%,-3%,-4%,-1%,-8%,1,-3%
O=C1O/C(=C/c2ccccc2)c2ccccc21,3%,2%,23%,-15%,12µM*,-2%,6%,-3%,6%,22,-22%
O=C(COc1ccc2ccccc2c1)NNC(=O)Nc1ccc(F)cc1F,4%,4%,-27%,-7%,0%,4%,13%,-2%,-13%,0,1%

# Three compounds already listed, arranged by molecular weight, largest number first:
SMILES,Rab9 promoter act,p53 reactivator,RORgamma inh,Gal4-VP16 FLuc,FLuc counter,ELG1 genotox,ELG1 repair inh,NPC1 promoter act,Tb PFK block,TRPV1 ag,BRCA1 expr act
Cc1c(N=C2N=C(NC(=O)c3cccs3)c3ccccc32)c(=O)n(-c2ccccc2)n1C,2%,3%,4%,-7%,-9%,-1%,1%,-5%,4%,6,17%
COCCNC(=O)c1onc(CSc2ccc(F)cc2)c1C(=O)NCCOC,-8%,-5%,10%,4%,0%,3%,u,-8%,-2%,-2,8%
Cc1ccc(CSCC(=O)Nc2ccc(F)cc2)cc1,2%,u,28%,5%,-8%,-1%,u,10%,7%,u,-1%

# The listing continues:
SMILES,Rab9 promoter act,p53 reactivator,RORgamma inh,Gal4-VP16 FLuc,FLuc counter,ELG1 genotox,ELG1 repair inh,NPC1 promoter act,Tb PFK block,TRPV1 ag,BRCA1 expr act
N#Cc1ccccc1CN1C(=O)NC(Cc2c[nH]c3ccccc23)C1=O (configuration not stated),4%,0%,2%,3%,0%,-2%,12%,0%,-16%,1,-26%
CC(C)CCN1C(N(C)C)=NC[C@@H]1C,-3%,-2%,x,x,6%,0%,28%,-1%,0%,-1,-8%
COc1cccc(NC(=S)N(CCN(C)C)C(C)c2ccco2)c1 (configuration not stated),12%,4%,u,-25%,9%,-3%,-18%,-2%,-3%,-1,-24%
Cc1ccc(/C(O)=C/C(=O)C(=O)NNC(=O)C(O)(c2ccccc2)c2ccccc2)cc1,1%,9%,u,u,-8%,-4%,-8%,5%,0%,0,-11%
Cc1cccc(N2C(=O)CN(Cc3ccccc3)C2=S)c1,1%,-4%,3%,2%,-3%,-3%,0%,0%,2%,29,-8%
Cc1ccc(CSC2=Nc3ccccc3C3=NC(CCC(=O)NCc4ccco4)C(=O)N23)cc1 (configuration not stated),-2%,20%,u,0%,-24%,3%,4%,-3%,2%,-3,4%
CNC(=O)Nc1ccc(S(N)(=O)=O)cc1,-3%,-6%,-9%,9%,-2%,-4%,2%,-3%,2%,2,-9%
CCc1ccc(/C(C)=N/Nc2cc(Cl)nc(C)n2)cc1,-3%,-3%,-27%,1%,u,-8%,-15%,2%,-3%,14,-11%
CCCc1nnc(NC(=O)c2ccncc2)s1,9%,7%,29%,5%,-18%,8%,29%,1%,-2%,5,31%
O=C(NNc1ccccc1[N+](=O)[O-])Nc1ccccc1,-2%,6%,5%,2%,-26%,1%,3%,0%,-16%,-1,5%
NC(=O)CC(NC(=O)Cc1cccc2ccccc12)c1ccc(NC2CCC2)c([N+](=O)[O-])c1 (configuration not stated),-3%,1%,-20%,-3%,-3%,2%,5%,-1%,-4%,-1,-4%
CN(c1ccccc1)S(=O)(=O)c1ccc(C(=O)NCC(c2ccco2)N2CCCCC2)cc1 (configuration not stated),-1%,26%,x,x,0%,-3%,u,-1%,-1%,2,-15%
Cc1cc(C)nc(Nc2n[nH]c(-c3ccc(C(C)(C)C)cc3)n2)n1,-4%,6%,10µM*,5%,1.7µM*,3%,-13%,12%,-1%,2,40%

# Entries listed above shown as hits in Rab9 promoter act.
Molecule | Rab9 promoter act | p53 reactivator | RORgamma inh | NPC1 promoter act | Tb PFK block | TRPV1 ag
O=C(NC(=S)Nc1ccccn1)c1ccco1 | 2µM* | u | 13µM* | 2.2µM* | -4% | -4
